# Source: PubChem
# D1 agonist – Allosteric Agonists of the Human D1 Dopamine Receptor: qHTS | hit rate 1% among 360,000 | activation, % at 2 µM | D(1A) dopamine receptor (Homo sapiens), P21728 | HEK293 T-REx D1 cells, calcium flux, agonist mode; in the data active = activation above about 30%; note: 0% is about no effect
# Target sequence (P21728 whole entry, looked up): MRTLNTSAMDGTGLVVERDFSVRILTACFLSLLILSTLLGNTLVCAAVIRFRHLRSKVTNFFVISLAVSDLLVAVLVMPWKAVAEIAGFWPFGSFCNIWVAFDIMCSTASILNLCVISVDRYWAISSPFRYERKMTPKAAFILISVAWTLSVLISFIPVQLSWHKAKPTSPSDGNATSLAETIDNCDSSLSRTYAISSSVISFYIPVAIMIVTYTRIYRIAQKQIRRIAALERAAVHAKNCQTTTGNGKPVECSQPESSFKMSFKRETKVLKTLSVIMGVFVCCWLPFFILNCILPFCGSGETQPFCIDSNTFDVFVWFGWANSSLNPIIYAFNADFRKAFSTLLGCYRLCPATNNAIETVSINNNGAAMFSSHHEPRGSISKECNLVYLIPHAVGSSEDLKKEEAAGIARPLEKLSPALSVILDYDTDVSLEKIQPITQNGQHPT
#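 Agonism was scored from calcium flux recorded over 180 s (1 read/s) after pintool compound addition, following a 10-cycle baseline. Cells were inducible force-coupled HEK293 TREx D1, plated overnight at 30 C and loaded with no-wash calcium dye.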
# RXFP1 agonist – qHTS Assay for Agonists of the Relaxin Receptor RXFP1. Relaxin receptor 1 (Homo sapiens), Q9HBX9. HEK293T-RXFP1 cAMP TR-FRET, 30 min; response scale: percent of porcine relaxin response, buffer zero. Potency, µM (highest dose often 57.5 µM), for the others: at the top dose activation, most hits filed as activators. hit rate 0.3% among 370,000. AID 2676, 2010; active = well fitted activation curve with a large enough effect; note: potency is the fitted concentration of half-maximal effect; % is set by controls: 0 for no effect and ±100 for the full control effect; nearly all actives have a fitted effect of over 60% in size; many of its hits are not listed in these tables
#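 Agonist response is measured as cAMP accumulation in an RXFP1-transfected HEK293T line under PDE4 inhibition. Values are scaled between buffer-only and 29 nM porcine relaxin, and EC50s come from standard Hill equation fits.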
# RXFP1 antag – qHTS Assay for Antagonists of the Relaxin Receptor RXFP1; activity change, negative = inhibition, % at 57.5 µM; hit rate 0.59% among 350,000; AID 1259400, 2018; Relaxin receptor 1 (Homo sapiens), Q9HBX9; HEK293-RXFP1, relaxin-stimulated cAMP HTRF, 30 min; hits give low values;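 active = activity change of -60% or lower, but not beyond a set lower limit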; note: % is set by controls: 0 for no effect and ±100 for the full control effect
# D1 potentiator – Potentiators of Human D1 Dopamine Receptor: qHTS; D(1A) dopamine receptor (Homo sapiens), P21728; HEK293 TREx D1 cells, calcium flux, dopamine EC20 potentiation; potentiation, % at 10 µM; hit rate 0.036% among 360,000; AID 504651, 2011; in the data active = potentiation above about 30%; note: 0% is about no effect
# D2 agonist – HTS Assay for Allosteric Agonists of the Human D2 Dopamine Receptor: Primary Screen for Agonists; D(2) dopamine receptor (Homo sapiens), P14416; HEK293 T-REx D2 cells, calcium flux agonist mode; activation, % at 2 µM; hit rate 0.53% among 340,000; AID 485358, 2010;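 active = activation over 3 SD above normal in the single-dose calcium agonist read, cut at about 30% in these data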; note: 0% is about no effect
#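 In this primary screen, compounds producing a positive calcium signal within 180 s of addition to tetracycline-induced, force-coupled HEK293 Trex D2 cells are flagged; cells are dye-loaded with a no-wash calcium kit beforehand.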
# TRHR enhancer – qHTS for Small Molecule Agonists and Allosteric Enhancers of Human TRH Receptor: Primary Screen for Enhancers | TRHR cells, fluo-8 calcium fluorescence, EC20 TRH enhancement | enhancement, % at 2 µM | Thyrotropin-releasing hormone receptor (Homo sapiens), P34981 | hit rate 0.66% among 360,000; in the data active = enhancement above about 30%; note: 0% is about no effect
# Target sequence (P34981 whole entry, looked up): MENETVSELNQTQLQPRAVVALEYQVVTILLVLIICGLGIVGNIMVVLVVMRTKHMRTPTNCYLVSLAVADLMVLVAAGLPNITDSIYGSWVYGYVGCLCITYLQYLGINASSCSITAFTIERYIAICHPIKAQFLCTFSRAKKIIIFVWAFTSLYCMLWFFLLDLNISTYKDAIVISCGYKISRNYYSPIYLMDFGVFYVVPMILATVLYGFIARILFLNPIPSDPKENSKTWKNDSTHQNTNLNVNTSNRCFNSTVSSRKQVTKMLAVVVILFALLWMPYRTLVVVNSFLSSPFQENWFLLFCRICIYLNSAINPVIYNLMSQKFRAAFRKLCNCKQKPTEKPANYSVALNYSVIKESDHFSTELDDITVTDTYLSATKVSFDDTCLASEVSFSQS
#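 Enhancer read-out: after compound pinning and an initial kinetic agonist-mode read, an EC20 of TRH (10 nM final) was injected and fluo-8 calcium signal (Ex 480/Em 530) followed at 1 s/cycle for 100 cycles in TRHR-expressing cells.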
# D1 antag – Antagonist of Human D 1 Dopamine Receptor: qHTS | activity change, negative = inhibition, % at 10 µM | AID 504652, 2011 | D(1A) dopamine receptor (Homo sapiens), P21728 | HEK293 TREx D1 cells, calcium flux, dopamine EC80; hits give low values | hit rate 3.2% among 360,000; in the data active = activity change below about -30%; note: % is set by controls: 0 for no effect and ±100 for the full control effect
#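 Compound effects on dopamine-evoked calcium signalling were measured in tetracycline-induced HEK293 Trex D1 cells. Dopamine at EC80 followed a 180 s compound pre-read, and fluorescence was tracked kinetically for 180 s more.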
# D2 PAM – HTS Assay for Positive Allosteric Modulators of the Human D2 Dopamine Receptor: Primary Screen for Potentiators; D(2) dopamine receptor (Homo sapiens), P14416; HEK293 T-REx D2, calcium flux, EC20 dopamine potentiation; potentiation, % at 10 µM; hit rate 0.34% among 340,000; AID 485347, 2010;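 active = potentiation over 3 SD above the plate norm, cut at about 30% in these data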; note: 0% is about no effect
#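 Tetracycline-induced HEK293 T-REx cells force-coupled to calcium signalling expressed D2; compounds were pin-added after a 10 s baseline, read kinetically 180 s, then an EC20 dopamine challenge followed with a further 180 s calcium read.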
# D2 antag – HTS Assay for Allosteric Antagonists of the Human D2 Dopamine Receptor: Primary Screen for Antagonists; inhibition, % at 10 µM; D(2) dopamine receptor (Homo sapiens), P14416; hit rate 2% among 340,000; HEK293 TREx D2 cells, calcium flux, dopamine EC80; in the data active = inhibition above about 30%; note: 0% is about no effect
#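 Tetracycline-induced HEK293 TREx cells expressing D2 receptor forced-coupled to calcium signalling, loaded with no-wash calcium dye. Compounds added and calcium flux read 180 s, then dopamine added at EC80 and read a further 180 s.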
# * marks the source's active call; other numbers are inactive results; · = no result given. These rows are one share of the data; count on the stated rates, not on these rows.
# Every second line gives: D1 antag	D1 potentiator	TRHR enhancer	D1 agonist	RXFP1 agonist	D2 agonist	RXFP1 antag	D2 PAM	D2 antag
> COc1c(C)cc(C(=O)C2CCCN(C(=O)c3csc(C)n3)C2)cc1C (configuration not stated)
  7	-2	-4	2	3.0%	-0.8	-10	-1	3
> Cc1noc(NS(=O)(=O)c2ccc(NC(=O)c3ccc(Cl)c(S(=O)(=O)N(C)c4ccccc4)c3)cc2)c1C
  4	-5	-2	1	-0.4%	-0.4	-10	-1	8
> N#Cc1cccc(C(=O)OCC(=O)NC(=O)NC2CCCCC2)c1
  -2	-3	-2	5	0.6%	0.3	1	-8	-14
> Nc1nc2ccccc2n1CCN1CCCC1
  -3	4	16	-1	-0.6%	-2.4	6	2	-10
> O=C(CCNC(=O)c1ccccc1)OCC(=O)c1cccc(Cl)c1
  10	-1	-3	2	-0.1%	-0.2	-1	1	0
> COc1cc(C(=O)NC(=S)Nc2ccc(N3CCCC3)cc2)cc(OC)c1OC
  -3	-9	0	3	-1.1%	-2.7	11	-1	-4
> CCOc1ccc(Cn2c(CNS(=O)(=O)c3ccc(Cl)s3)nc3cccnc32)cc1
  22	0	0	1	-0.4%	-0.2	5	12	·
> Cc1cc(C)cc(NC(=S)N2CCN(c3ncc(C(F)(F)F)cc3Cl)CC2)c1
  0	-1	4	1	-0.6%	0.5	-12	-6	-7
> C/C(=N\N=C1\NC(=O)C(CC(=O)Nc2ccccc2F)S1)C1CCCCC1 (configuration not stated)
  -13	-4	0	2	-0.3%	-0.8	-22	11	-7
> CCN(Cc1ccccc1)c1ccc(/C=C(\C#N)c2ccccn2)cc1
  12	10	6	31*	-0.9%	3.0	-35	3	-13
> Cc1nc2cccnc2n1-c1cccc(C(=O)N2CCN(c3cccc(Cl)c3)CC2)c1
  -32*	-4	-4	5	19%	-1.0	-64*	-15	·
> c1ccc(NC2=NCCN2CC2CCCCCC2)cc1
  7	-5	-3	7	0.1%	-1.3	·	-13	1
> CCOc1ccccc1-n1c(SCC(=O)N2CCOCC2)nnc1-c1ccccn1
  10	-2	-7	0	0.2%	0.5	2	-5	10
> COc1ccc(Cl)cc1C(=O)NC1=NCCS1
  14	1	5	4	-0.7%	0.2	-3	-7	-12
> CCOc1ccc(CCNC(=O)COC(=O)COc2ccc(Cl)cc2)cc1OCC
  -26	-13	-2	9	1.7%	0.1	-7	-10	1
> CCOc1ccc(C(=O)NCC(C)CN(C)C)cc1OCC (configuration not stated)
  -21	1	-3	2	0.4%	1.2	0	·	-16
> O=C(NCc1ccccn1)C(=O)NCC1OCCN1S(=O)(=O)c1ccc(Cl)cc1 (configuration not stated)
  -3	-4	-3	3	2.9%	0.2	0	9	5
> CCOc1ccc(NC(=O)Cn2c(=O)n(CCCC(=O)NCCc3ccc(Cl)cc3)c(=O)c3ccccc32)cc1
  12	-1	2	0	-1.0%	0.1	-7	·	·
> CC(=O)Nc1ccc(C(=O)CSc2nnnn2C(C)C)cc1
  7	0	6	1	0.0%	0.8	3	6	12
> Cc1cc(C)n(CCC(=O)N/N=C/c2ccc(O)cc2)n1
  -1	-5	2	0	0.2%	-0.5	5	15	-4
> COC(=O)c1ccc(COc2ccc(C=O)cc2)o1
  -5	-5	-1	3	-0.4%	·	10	·	·
> COc1ccc(NC(=O)/C(C#N)=C/c2cc(C)n(-c3ccc(N4CCOCC4)c([N+](=O)[O-])c3)c2C)cc1
  8	1	5	8	2.0%	0.4	5	4	-4
> O=C(NCC1(N2CCOCC2)CCCCC1)c1ccc(Cl)c(S(=O)(=O)NCc2ccco2)c1
  -11	9	-3	-1	5.4%	·	-15	·	·
> CC(C)(C)C(=O)[C@@H]1[C@@H]2C(=O)N(Cc3ccccc3)C(=O)[C@@H]2[C@H]2c3ccccc3C=CN12
  9	-1	-11	1	0.9%	0.0	·	-3	-29
> COc1ccc(/C=N\NC(=O)c2nn(C)cc2Cl)cc1CN1CCOCC1
  -7	-7	-2	3	2.4%	-0.9	1	8	4
> COc1ccc(NC(=O)CSc2nc(O)cc(=O)n2-c2ccc(OC)cc2)cc1
  18	7	-7	4	2.5%	0.2	-78*	40*	7
> O=C(Cc1ccc(-c2ccccc2)cc1)NCc1ccccc1
  -5	-2	1	0	9.6%	0.6	-1	-3	-1
> Cn1c(=O)c2c3c(sc2n2cnnc12)CCC3
  4	7	0	0	4.6%	-1.2	0	-5	-7
> Cc1cc2nc(-c3cccc(NC(=O)COc4ccc(C(C)C)cc4)c3)oc2cc1C
  5	-2	1	-1	-0.8%	-0.6	-19	2	·
> Cc1ccc(S(=O)(=O)N2CCOC23CCN(S(=O)(=O)c2c(C)cc(C)cc2C)CC3)cc1
  -22	-13	0	7	0.7%	0.0	-4	7	8

# Next section, starting with the last two of the part before.
# Every second line gives: D1 antag	D1 potentiator	TRHR enhancer	D1 agonist	RXFP1 agonist	D2 agonist	RXFP1 antag	D2 PAM	D2 antag
> Cc1cc2nc(-c3cccc(NC(=O)COc4ccc(C(C)C)cc4)c3)oc2cc1C
  5	-2	1	-1	-0.8%	-0.6	-19	2	·
> Cc1ccc(S(=O)(=O)N2CCOC23CCN(S(=O)(=O)c2c(C)cc(C)cc2C)CC3)cc1
  -22	-13	0	7	0.7%	0.0	-4	7	8
> Cc1cccc(Oc2nc3c(c(=O)n(C)c(=O)n3C)n2Cc2ccccc2)c1C
  -5	-1	1	1	3.4%	-1.4	·	3	·
> CCOc1ccc(Nc2c3ccccc3nc3ccccc23)cc1
  -4	-4	4	5	0.7%	-2.3	-6	-5	3
> CCC(Oc1ccccc1)C(=O)Nc1ccc(S(=O)(=O)Nc2cnc3ccccc3n2)cc1 (configuration not stated)
  -15	-4	-8	2	1.3%	-0.3	-4	-1	4
> CSCCC(=O)N1CCN(CC(=O)N2CCCC2)CC1
  1	-8	-6	0	-2.9%	0.7	6	-1	7
> CC(C)CN1C(=O)c2ccc(NC(=O)c3ccco3)cc2C1=O
  -10	-3	-7	3	-0.1%	0.2	-17	3	-9
> CC(C)NC(=O)CN(C(=O)CCC(=O)Nc1ccccn1)c1ccc(F)c(Cl)c1
  6	-4	0	2	1.6%	0.6	-6	13	6
> Cc1ccc(N=C2NC(=O)/C(=C/c3cccnc3)S2)c(C)c1
  13	-3	19	1	-1.5%	-1.5	-23	6	8
> COC(=O)c1ccc(C(=O)OC)c(NC(=S)N2CCCCC2C)c1 (configuration not stated)
  -29	-6	-2	2	1.2%	-2.6	-2	10	-9
> COc1ccc(Nc2ccc(N3C(=O)CCC3=O)cc2[N+](=O)[O-])cn1
  -5	-2	2	2	-1.3%	0.3	2	1	4
> CC1(C)CC(=O)C=C(NCc2ccccc2)C1
  -14	1	-3	0	0.2%	·	-17	·	·
> COc1ccc(N2C(=O)C3C4C=CC(C4)C3C2=O)c([N+](=O)[O-])c1 (configuration not stated)
  -9	-3	-2	0	-0.4%	-0.1	4	0	16
> O=C(CSc1ccc2ccccc2n1)NCc1ccc2c(c1)OCO2
  2	5	1	2	18%	-4.1	-10	1	-5
> CNC(=O)CSc1nc2[nH]ncc2c(=O)[nH]1
  -9	-2	4	1	0.8%	0.8	4	5	-9
> COc1ccc(OC)c(S(=O)(=O)N2CCC(c3ccncc3)CC2)c1
  -4	0	4	1	-0.7%	-0.2	8	·	·
> CCOc1ccc(NC(=O)c2ccccc2NS(C)(=O)=O)cc1
  -4	5	9	2	0.8%	0.9	3	-6	-14
> CCOC(=O)COc1ccc2c(C#N)c3ccccn3c2c1
  -3	-5	-6	10	7.7%	·	5	-5	·
> Fc1cccc(Nc2nc3ccccc3n3cnnc23)c1
  -5	-5	1	0	3.9%	-1.9	0	-7	-3
> Cc1cc(NC(=O)c2cc(CC(C)C)on2)n(-c2ccccc2)n1
  5	2	1	1	0.0%	-0.9	-8	-5	9
> COC(=O)c1cc(Nc2cc(C)c3c(O)cccc3n2)cc(C(=O)OC)c1
  -26	-6	12	8	2.9%	·	-12	·	·
> Cc1cc(C)c(NC(=S)N(CCN2CCCCC2)Cc2ccco2)c(C)c1
  0	-8	2	9	0.3%	0.0	-30	-7	-5
> CC(C)c1nnc(NC(=O)C2CCCN2C(=O)Nc2ccccc2[N+](=O)[O-])s1 (configuration not stated)
  -11	0	7	2	-0.5%	1.0	4	6	-1
> COCCCNc1nc2nonc2nc1N1CCN(C2CCCC2)CC1
  2	-6	6	1	3.8%	0.2	-2	-3	5
> O=C(Nc1ccccc1N1CCN(C(=O)c2ccccc2)CC1)c1ccccc1Cl
  -45*	-6	9	2	0.7%	-1.6	9	7	1
> Cc1ccc(N=Nc2ccc(O)c3ncccc23)cc1
  7	-4	7	16	0.4%	-0.4	-12	6	-16
> COc1cccc(NC(=O)COC(=O)Cc2ccc(Br)cc2)c1
  1	-2	6	3	-0.6%	-0.8	-10	-6	0
> O=C(CSc1oc(-c2ccc(F)cc2)nc1S(=O)(=O)c1ccccc1)NCC1CCCO1 (configuration not stated)
  13	1	-4	-3	-0.4%	0.7	-14	-6	-17
> COc1ccc(C(=O)N2CCN(C(=O)C3COc4ccccc4O3)CC2)cc1OC (configuration not stated)
  7	0	-6	2	-5.7%	0.3	4	-2	4
> O=[N+]([O-])c1cc(/C=N/O)ccc1Sc1ccccc1
  ·	-3	-10	5	0.7%	-0.3	-60*	2	0
> COc1ccc(OCCSc2n[nH]c(N)n2)cc1
  ·	-3	7	0	1.5%	0.3	4	2	-5
> CCN1C(=O)c2ccccc2Sc2ccc(NC(=O)c3cccc(C)c3)cc21
  5	-2	0	1	-0.6%	0.6	-13	8	·
> Clc1cccc(Cl)c1Cn1nnc(-c2cccs2)n1
  12	-5	-5	2	7.1%	0.1	-11	-1	6
> CC1CCc2nn(CC(=O)NCCCN3CCOCC3)cc2C1 (configuration not stated)
  -2	-4	2	1	0.9%	0.4	11	-5	-43
> COc1ccccc1OCCC(=O)OCCN1C(=O)c2ccccc2C1=O
  14	-2	6	2	0.2%	-0.3	-5	13	-10
